Bioassay records from PubChem.
Pf Dd2 inh = blocks in vitro growth of P. falciparum Dd2. P. falciparum Dd2 growth, SYBR Green, 72 h. Potency, µM (top dose mostly 28.9 µM), for the others: at the highest dose activity, negative = inhibition, hits mostly inhibitors. hit rate 4.3% among 120,000; active = well fitted inhibition curve with a large enough effect; inconclusive = small, poorly fitted or top-dose-only effect; inactive = no such curve, though single readings can be large or run the other way;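 also: plate controls were DMSO vehicle for no effect and reference drug for full effect; nearly all actives have a fitted effect of over 65% in size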
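Infected erythrocytes (Dd2, 0.3% parasitemia, 2.5% hematocrit final) are added to compound in RPMI-1640/Albumax II medium, grown 72 h at 37C in low oxygen, then lysed with saponin/Triton-X containing SYBR Green and read by fluorescence.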
Numbers without * were called inactive; [ ] = dose if it differs, or a comment. Potency is read from the fitted curve at half-maximal effect.

Start of the data: the first eleven entries (preview)
Screening Cc1cccc(CNC(=O)c2c(C)noc2-c2ccc3c(c2)OCO3)c1 returned Pf Dd2 inh -5%.
For CN(Cc1ccc(F)cc1)C1CCOc2ccccc21 (stereo not given) the results were Pf Dd2 inh -6%[44.1 µM].
`C=C(C)CN(CC)Cc1ccc(=O)n(CCOC)c1` gave Pf Dd2 inh 1%.
Screening COc1ccc(F)cc1S(=O)(=O)N[C@@H]1CN(C)C[C@H]1CN(C)C returned Pf Dd2 inh inactive.
O=C(Nc1ccc(F)cc1)c1ccc2cncn2c1 was read as Pf Dd2 inh -11%[44.1 µM].
For CCOc1ccc(NC(=O)Cn2cc(C(=O)c3ccc(C)c(C)c3)c(=O)c3cc(OC)c(OC)cc32)cc1 the results were Pf Dd2 inh 12%.
`Cc1ccc(C(=O)NC(C(=O)N2CCCC2)C2CCN(C(=O)c3ccc(F)cc3)CC2)cc1` (stereo not given) gave Pf Dd2 inh -2%.
`Cc1cccc(N2CCN(C(=O)CN3CC4(CCCCC4)CC3=O)CC2)n1` gave Pf Dd2 inh -3%.
`COc1ccc(C(C)NC(=O)c2cc(NC(C)=O)cc3nc(C)ccc23)cc1` (stereo not given) gave Pf Dd2 inh -6%.
`CC1(C(=O)O)CCN(C(=O)Cc2ccccc2)CC1` gave Pf Dd2 inh inactive.
CCn1c(C2CCCNC2)nn(Cc2ccc(C(=O)NC)o2)c1=O (stereo not given) was read as Pf Dd2 inh 0%.

All compounds of this part, from the start:
Screening Cc1cccc(CNC(=O)c2c(C)noc2-c2ccc3c(c2)OCO3)c1 returned Pf Dd2 inh -5%.
For CN(Cc1ccc(F)cc1)C1CCOc2ccccc21 (stereo not given) the results were Pf Dd2 inh -6%[44.1 µM].
`C=C(C)CN(CC)Cc1ccc(=O)n(CCOC)c1` gave Pf Dd2 inh 1%.
Screening COc1ccc(F)cc1S(=O)(=O)N[C@@H]1CN(C)C[C@H]1CN(C)C returned Pf Dd2 inh inactive.
O=C(Nc1ccc(F)cc1)c1ccc2cncn2c1 was read as Pf Dd2 inh -11%[44.1 µM].
For CCOc1ccc(NC(=O)Cn2cc(C(=O)c3ccc(C)c(C)c3)c(=O)c3cc(OC)c(OC)cc32)cc1 the results were Pf Dd2 inh 12%.
`Cc1ccc(C(=O)NC(C(=O)N2CCCC2)C2CCN(C(=O)c3ccc(F)cc3)CC2)cc1` (stereo not given) gave Pf Dd2 inh -2%.
`Cc1cccc(N2CCN(C(=O)CN3CC4(CCCCC4)CC3=O)CC2)n1` gave Pf Dd2 inh -3%.
`COc1ccc(C(C)NC(=O)c2cc(NC(C)=O)cc3nc(C)ccc23)cc1` (stereo not given) gave Pf Dd2 inh -6%.
`CC1(C(=O)O)CCN(C(=O)Cc2ccccc2)CC1` gave Pf Dd2 inh inactive.
CCn1c(C2CCCNC2)nn(Cc2ccc(C(=O)NC)o2)c1=O (stereo not given) was read as Pf Dd2 inh 0%.
For O=C(c1cc(Cl)ccc1F)N1CCC(n2cc(-c3nc(-c4ccccc4)no3)nn2)C1 (stereo not given) the results were Pf Dd2 inh inactive.
For COc1ccc(NC(=O)C(C)n2nnc3sc(-c4ccccc4)cc3c2=O)cc1Cl (stereo not given) the results were Pf Dd2 inh 1%.
O=C(c1cnccn1)N1CCC2(CC1)CC(N(Cc1ccc(F)cc1)C1CC1)CCO2 (stereo not given) was read as Pf Dd2 inh inconclusive.
`Cc1cc(=O)n(CC(=O)NC(C)C)c(N2CCc3ccccc3C2)n1` gave Pf Dd2 inh inactive.
COc1ccc(OC)c(CCNC(=O)CS(=O)(=O)Cc2nc(-c3cccc(Cl)c3)oc2C)c1 was read as Pf Dd2 inh 8%.
For Cc1cc(C(F)(F)F)n2ncc(C(=O)N3C[C@@H](C)[C@](O)(C4CCC4)C3)c2n1 the results were Pf Dd2 inh 14µM*.
`O=C(Cn1cc(S(=O)(=O)Cc2ccccc2F)c2ccccc21)NCc1ccccc1` gave Pf Dd2 inh 69%[activator].
Screening O=C(OCc1ccccc1)N1CCOCC12CCN(Cc1cccs1)CC2 returned Pf Dd2 inh inconclusive.
For Cc1cccc(NC(=O)N2[C@H]3CC[C@@H]2c2cnc(-c4ccccc4)nc2C3)c1 the results were Pf Dd2 inh inconclusive.
Cc1cccc(CSc2cn(CC(=O)N3CCOCC3)c3ccccc23)c1 was read as Pf Dd2 inh -18%.
For CNC(=O)[C@@H]1CN(C(=O)c2occc2C)C[C@H]1COC the results were Pf Dd2 inh 26%.
Screening COc1ccccc1N1CCN(S(=O)(=O)c2c(C)sc3ncn(CC(=O)Nc4cccc(Cl)c4)c(=O)c23)CC1 returned Pf Dd2 inh inconclusive.
For COc1ccccc1/C=C/c1nc(C#N)c(N2CCN(c3ccccc3)CC2)o1 the results were Pf Dd2 inh 65%[activator].
CC[C@H]1CN(S(C)(=O)=O)CC[C@H]1CC(=O)NCCOC was read as Pf Dd2 inh -20%[44.1 µM].
For CCc1ccc(NC(=O)Nc2ccccc2OCc2cc(=O)n3ccccc3n2)cc1 the results were Pf Dd2 inh 7%.
For Cc1cccc(C(=O)N2CCC(Oc3ncccc3C(N)=O)C2)c1 (stereo not given) the results were Pf Dd2 inh -2%.
For Cn1ccc2cc(S(=O)(=O)N3CCCC(C(=O)NCc4ccc(F)cc4)C3)ccc21 (stereo not given) the results were Pf Dd2 inh inconclusive.
`COc1ccc(CCNC(=O)Cn2c(=O)nc(-c3ccccc3F)c3cc(Cl)ccc32)cc1OC` gave Pf Dd2 inh 70%[activator].
`O=C([C@@H]1C[C@H](Oc2cccnc2)CN1C(=O)c1ccccn1)N1CCOCC1` gave Pf Dd2 inh 3%.
Cc1ccc(C)n1-c1nnc(N2CCC(C(=O)Nc3ccccc3Br)CC2)s1 was read as Pf Dd2 inh inconclusive.
`O=C(c1ccc(Cl)cc1)N1CC2(CCCN(Cc3ccccn3)C2)Cc2ccccc21` (stereo not given) gave Pf Dd2 inh -29%.
For COc1ccc(C2N=C(N)Nc3nc4ccccc4n32)cc1 (stereo not given) the results were Pf Dd2 inh -27%.
`Cn1cc(S(=O)(=O)N2CCCCCC2)cc1C(=O)Nc1ccccc1F` gave Pf Dd2 inh 8%.
For CCc1ccccc1NC(=O)CN(c1ccccc1)S(=O)(=O)c1ccsc1C(=O)OC the results were Pf Dd2 inh -3%.
For CC(C)NC(=O)NC[C@H]1O[C@@H](CC(=O)N2CCc3ccccc32)[C@H](O)[C@@H]1O the results were Pf Dd2 inh inconclusive.
For CC(NC(=O)OCc1ccccc1)c1nc2cccnc2n1C1CCCCC1 (stereo not given) the results were Pf Dd2 inh -25%.
`CC(C)CC(=O)N1CCCN(C(=O)C2CC2)c2ccccc21` gave Pf Dd2 inh 6%.
Screening Cc1cccc(-c2nc(CCNC(=O)Cc3ccccc3)cs2)c1 returned Pf Dd2 inh inconclusive.
`O=C(NC1CCN(C(=O)N2CC3CC(C2)[C@H]2CCCC(=O)N2C3)CC1)c1ccccn1` (stereo not given in full) gave Pf Dd2 inh 3%.
COc1ccccc1-c1noc(-c2ccc(NCc3ccco3)c([N+](=O)[O-])c2)n1 was read as Pf Dd2 inh 0%.
For O=C(NCCc1cnccn1)[C@H]1CNC[C@@H](C(=O)N2CCOCC2)C1 the results were Pf Dd2 inh 2%.
O=C1CCN(C(=O)C2CCN(C(=O)NCc3ccccc3)CC2)CCCCCCN1 was read as Pf Dd2 inh 7%.
Cn1ccc(C(=O)N2CC(COc3ccccc3)C3(C2)CN(c2ccccc2)C3)n1 (stereo not given) was read as Pf Dd2 inh -1%[44.1 µM].
O=S(=O)(NCc1ccc(Cl)cc1)c1ccc(-c2cnc(C3CC3)o2)cc1 was read as Pf Dd2 inh inactive.
Screening COc1cc2c(cc1OC1CCCC1)NC(=O)C21CCN(c2ncc(C(C)C)cn2)CC1 returned Pf Dd2 inh -17%[44.1 µM].
CCOc1ccc(Cn2c(=O)oc3ccccc32)cc1 was read as Pf Dd2 inh 16%.
COc1cc(Cl)c(CN2C[C@H](NC(C)=O)[C@@H](C3CC3)C2)c(OC)c1 was read as Pf Dd2 inh inconclusive.
COc1ccccc1NC(=O)N1CCCC(Cn2c(C)nc3cccnc32)C1 (stereo not given) was read as Pf Dd2 inh inconclusive.
COc1ccc(-c2nc(CC3CCN(C(=O)c4cc(C)n(C)n4)C3)no2)cc1 (stereo not given) was read as Pf Dd2 inh inconclusive.
`CN1C(=O)C(CC(=O)N2CC(n3cccn3)C2)(Cc2ccccc2)c2ccccc21` (stereo not given) gave Pf Dd2 inh -12%.
Screening Cc1ccc(NC(=O)N2CCC(OC3CCN(S(C)(=O)=O)CC3)CC2)cc1Cl returned Pf Dd2 inh inactive.
COc1nc2nc(CC3CC3)n(C)c2cc1-c1ccnc(C)c1 was read as Pf Dd2 inh inconclusive.
For COc1ccc(N2CCN(c3ncnc4c3nnn4C)CC2)cc1 the results were Pf Dd2 inh 31%[activator].
`COCC(=O)N[C@@H]1CN(Cc2ccccc2C(F)(F)F)C[C@H]1CO` gave Pf Dd2 inh 13%.
For COCCN1C(=O)CS(=O)(=O)C12CCN(C(=O)CCc1ccccc1OC)CC2 the results were Pf Dd2 inh inactive.
`CC(C)(C)C1CCc2nc(NC(=O)c3ccc([N+](=O)[O-])cc3)sc2C1` (stereo not given) gave Pf Dd2 inh inconclusive.
Cc1cccc(NC(=O)Cn2cc(C(=O)c3ccco3)c3ccccc32)c1 was read as Pf Dd2 inh inconclusive.
Screening Cc1cc(Cl)ccc1OCC(=O)N1CCc2n[nH]c(=O)n2CC1 returned Pf Dd2 inh 3%.
Screening COc1cccc(-c2nnc(SCC(=O)N3CCCCC3)o2)c1 returned Pf Dd2 inh -14%.

A run of entries from the list above, for reference:
COc1ccc(OC)c(CCNC(=O)CS(=O)(=O)Cc2nc(-c3cccc(Cl)c3)oc2C)c1 was read as Pf Dd2 inh 8%.
For Cc1cc(C(F)(F)F)n2ncc(C(=O)N3C[C@@H](C)[C@](O)(C4CCC4)C3)c2n1 the results were Pf Dd2 inh 14µM*.

The list continues.
COc1cccc(CN2CCOC3(CCN(Cc4ccc(C#N)cc4)CC3)C2=O)c1 was read as Pf Dd2 inh -26%[44.1 µM].
For O[C@H]1CC[C@@H](Cc2cc(-c3ccccc3)on2)O[C@@H]1CNC1CCNCC1 the results were Pf Dd2 inh -1%[44.1 µM].
For CCCn1ccnc1-c1c(-c2ccccc2)ncn1CC(O)COCC (stereo not given) the results were Pf Dd2 inh 10%.
`Cc1ccc(S(=O)Cc2nc(-c3ccc(C(=O)NCc4cccc(C)c4)cc3)oc2C)cc1` (stereo not given) gave Pf Dd2 inh 77%[activator].
`CC(C)(C)NC(=O)N1CCOc2ccc(CN3CCc4ccccc4C3)cc2C1` gave Pf Dd2 inh inconclusive.
For Cc1ccccc1C(=O)N1CCC2(CC1)CN(c1ncccn1)CC2CO (stereo not given) the results were Pf Dd2 inh 20%.
NC(=O)c1cccc(-c2ncc3c(n2)OCCN(Cc2ccccc2)C3=O)c1 was read as Pf Dd2 inh inconclusive.
For Cc1ccc(-n2ncc(C(=O)N3CCN(C(=O)c4ccco4)CC3)c2C2CCN(C(=O)OC(C)(C)C)CC2)cc1 the results were Pf Dd2 inh -19%.
CC(=O)NC[C@H]1CCN(S(=O)(=O)c2ccc(F)c(Cl)c2)C[C@H]1N(C)C was read as Pf Dd2 inh inconclusive.
`Cc1ccc(-n2c(SCC(=O)NCc3ccccc3)nc3c([nH]c4ccccc43)c2=O)cc1` gave Pf Dd2 inh inconclusive.
For COc1ccc(C(=O)N2CCCC(Cc3ncc(C)n3Cc3ccccc3)C2)c(OC)c1 (stereo not given) the results were Pf Dd2 inh inconclusive.
Screening COc1ccccc1C(=O)Nc1ccc([C@H]2OCC(=O)N(Cc3cccnc3)[C@@H]2CO)cc1 returned Pf Dd2 inh -19%.
For COCCCN1CCc2nc(SCC(=O)Nc3ccc(C)c(Cl)c3)[nH]c(=O)c2C1 the results were Pf Dd2 inh 18%.
For O=C(O)c1ccc(CN2C[C@H](O)C[C@H]2c2nc(-c3ccccc3)no2)cc1 the results were Pf Dd2 inh inactive.
For CCCOc1ccc(C(=O)N(Cc2ccccc2Cl)C2CCS(=O)(=O)C2)cc1 (stereo not given) the results were Pf Dd2 inh -20%.
Screening CCc1ccc(C(=O)CSc2nc(-c3ccccc3)nc3c2CCCC3)cc1 returned Pf Dd2 inh 18%.
Screening COCCNC(=O)c1cn2cc(-c3cccc(Cl)c3)n(CC=C(C)C)c(=O)c2n1 returned Pf Dd2 inh inconclusive.
For COC(=O)c1ccc(NC(=O)N2CCN(Cc3cc(=O)n4nc(-c5ccc(C)cc5)sc4n3)CC2)cc1 the results were Pf Dd2 inh inactive.
For CNC(=O)[C@@H]1CN(C(=O)CCc2nc3ccccc3s2)C[C@H]1c1n[nH]c(C)n1 the results were Pf Dd2 inh -19%.
For COc1cccc(OCc2nc3ccccc3n2CCOc2cccc(C)c2)c1 the results were Pf Dd2 inh -29%.
Screening COc1ccccc1CN1CC(c2noc(CC3CCCC3)n2)CC1=O (stereo not given) returned Pf Dd2 inh 0%.
`CCC(Oc1ccc(F)cc1)C(=O)Nc1c(C(=O)c2ccc(C)cc2)oc2ccccc12` (stereo not given) gave Pf Dd2 inh 39%[activator].
`CN(C(=O)Cc1ccccn1)C1CCCc2ccccc21` (stereo not given) gave Pf Dd2 inh -27%[44.1 µM].
For Cc1ccc(CNC(=O)c2oc3ccc(S(=O)(=O)N4CCCC(C)C4)cc3c2C)cc1 (stereo not given) the results were Pf Dd2 inh 10µM*.
COCC(=O)N1CC[C@@H](CC(=O)O)[C@@H](CC2=NCCc3ccc(C)cc32)C1 was read as Pf Dd2 inh 1%[44.1 µM].
Cc1ccc2c(c1)N(C(=O)N1CCC(C(=O)NC3CCCCCC3)CC1)CC(C)O2 (stereo not given) was read as Pf Dd2 inh inconclusive.
COc1ccccc1CNC(=O)C1CCCN(S(=O)(=O)c2ccc3c(c2)oc(=O)n3C)C1 (stereo not given) was read as Pf Dd2 inh -12%.
`CCN(CC)CCCNC(=O)c1cn(CC)c2ccc(S(=O)(=O)N3CCC(C)CC3)cc2c1=O` gave Pf Dd2 inh inconclusive.
Cc1ccc(Cn2c(=O)c(-c3noc(C)n3)c3n(c2=O)CCCCC3)cc1 was read as Pf Dd2 inh inconclusive.

The list is partial (hit frequency here may not be typical).
